LYPLA2 inh: counter-screen for PME1 inhibitors: inhibitors of human LYPLA2 | O95372 | actives 0.38% (n = 320,000) | inhibition, % at 5.9 µM | recombinant LYPLA2, FP-Rh probe fluorescence polarization;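 active means inhibition above the screen-wide mean plus 3 SD, limit set per campaign, cut at about 26% in these data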;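 further: 0% = LYPLA2 with DMSO and 100% = wells lacking LYPLA2 enzyme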
Target sequence (O95372 whole entry, looked up): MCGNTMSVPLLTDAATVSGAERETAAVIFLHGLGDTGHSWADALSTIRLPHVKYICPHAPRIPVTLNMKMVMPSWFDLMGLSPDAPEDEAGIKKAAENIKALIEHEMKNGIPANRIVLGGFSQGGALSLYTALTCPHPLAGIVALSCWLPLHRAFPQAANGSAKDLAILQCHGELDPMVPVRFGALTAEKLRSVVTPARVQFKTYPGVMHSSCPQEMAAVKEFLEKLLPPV
PME-1 inh: PME-1 (human) inhibition; recombinant PME-1, FP-Rh probe fluorescence polarization; inhibition, % at 5.9 µM; Q9Y570; actives 0.53% (n = 320,000); AID 2130;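 active means inhibition above the campaign mean of all compounds plus 3 SD, cut at about 26% in these data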;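 further: competitive labeling of PME-1 active site by serine hydrolase directed probe; 0% = PME-1 with DMSO and 100% = wells lacking PME-1 enzyme; inhibitors block probe labeling so polarization falls and inhibition rises; many of its hits are not listed in these tables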
PAD4 inh: PAD4 (human) enzyme inhibition. recombinant PAD4, RCA probe fluorescence polarization. actives 0.41% (n = 330,000). Q9UM07. inhibition, % at 6.36 µM. AID 485272;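 active means percent inhibition above a cutoff equal to the mean of all tested compounds plus 3 SD, cut at about 15% in these data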;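 further: 0% = PAD4 with RCA probe and DMSO and 100% = probe without PAD4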
PAFAH1B2 inh: blocks human PAF acetylhydrolase 1b catalytic subunit 2; actives 1.2% (n = 340,000); AID 492953; inhibition, % at 3.39 µM; P68402; recombinant PAFAH1B2, FP-rhodamine activity probe, fluorescence polarization;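 active means inhibition above the mean of all tested compounds plus 3 SD, cut at about 24% in these data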;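 further: 0% = enzyme with DMSO and 100% = wells lacking PAFAH1B2; many of its hits are not listed in these tables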
Target sequence (P68402 whole entry, looked up): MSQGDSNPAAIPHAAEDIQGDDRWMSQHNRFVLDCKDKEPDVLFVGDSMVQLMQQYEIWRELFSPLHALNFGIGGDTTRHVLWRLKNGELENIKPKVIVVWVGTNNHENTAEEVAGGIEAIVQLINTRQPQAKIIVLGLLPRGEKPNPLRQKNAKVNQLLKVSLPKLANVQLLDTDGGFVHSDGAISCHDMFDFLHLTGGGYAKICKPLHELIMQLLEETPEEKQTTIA
PAFAH1B3 FP inh: blocks human PAF acetylhydrolase 1B catalytic subunit 3; Q15102; inhibition, % at 3.39 µM; recombinant PAFAH1B3, FP-rhodamine probe, fluorescence polarization; actives 0.28% (n = 340,000);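 active means inhibition above the screen-wide average of all tested compounds plus 3 SD, cut at about 25% in these data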;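 further: 0% = enzyme with DMSO only and 100% = wells lacking PAFAH1B3 protein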
Target sequence (Q15102 whole entry, looked up): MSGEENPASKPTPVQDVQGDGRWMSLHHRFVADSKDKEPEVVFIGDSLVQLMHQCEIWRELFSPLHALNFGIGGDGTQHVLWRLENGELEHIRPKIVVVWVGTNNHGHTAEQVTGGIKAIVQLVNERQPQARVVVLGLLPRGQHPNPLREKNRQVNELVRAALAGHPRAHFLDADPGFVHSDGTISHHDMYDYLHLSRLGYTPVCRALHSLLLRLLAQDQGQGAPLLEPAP
GSTO1 counter: counter-screen for RBBP9 inhibitors: inhibitors of human GSTO1; P78417; recombinant GSTO1, activity-based probe fluorescence polarization; inhibition, % at 5.96 µM; actives 1.1% (n = 300,000);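 active means inhibition above the campaign mean inhibition plus 3 SD, cut at about 35% in these data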;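 further: 0% = GSTO1-1 with DMSO and 100% = wells lacking GSTO1-1 enzyme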
LYPLA1 inh: counter-screen for PME1 inhibitors: inhibitors of human LYPLA1 | O75608 | inhibition, % at 5.9 µM | actives 0.16% (n = 320,000) | recombinant LYPLA1, FP-Rh probe fluorescence polarization;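 active means inhibition above the mean of all tested compounds plus 3 SD, set per campaign, cut at about 14% in these data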;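 further: inhibitors block serine hydrolase probe labeling of LYPLA1 so polarization falls; 0% = enzyme with DMSO and 100% = wells lacking LYPLA1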
Target sequence (O75608 whole entry, looked up): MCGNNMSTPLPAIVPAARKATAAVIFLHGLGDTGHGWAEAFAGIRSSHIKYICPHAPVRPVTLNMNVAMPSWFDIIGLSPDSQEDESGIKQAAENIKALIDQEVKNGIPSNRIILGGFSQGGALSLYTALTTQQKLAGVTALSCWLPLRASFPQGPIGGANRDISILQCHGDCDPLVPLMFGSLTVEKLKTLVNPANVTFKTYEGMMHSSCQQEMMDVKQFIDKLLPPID
pPAFAH FP inh: pPAFAH (human) enzyme inhibition; AID 463082; inhibition, % at 3.39 µM; Q13093; actives 1.5% (n = 330,000); recombinant pPAFAH, FP-rhodamine probe fluorescence polarization;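 active means inhibition above the mean inhibition across the screen plus 3 SD, cut at about 25% in these data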;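 further: inhibitors block binding of the rhodamine activity-based probe so polarization drops; 0% = enzyme with DMSO and 100% = wells lacking pPAFAH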
PREPL inhibitor: human PREPL enzyme inhibition; Q4J6C6; recombinant PREPL, fluorescence polarization activity-based probe; AID 2751; actives 0.68% (n = 320,000); inhibition, % at 5.96 µM; in the data active means inhibition above about 43%;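 further: 0% = enzyme with DMSO and 100% = wells lacking enzyme; many of its hits are not listed in these tables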
Numbers without * were called inactive; . = no result given. Some of the compounds tested; the hit share may differ from the screen's.

Each structure is followed by: LYPLA2 inh	PME-1 inh	PAD4 inh	PAFAH1B2 inh	PAFAH1B3 FP inh	GSTO1 counter	LYPLA1 inh	pPAFAH FP inh	PREPL inhibitor
c1ccc(Cc2nnc3sc(-c4ccccn4)nn23)cc1
 : -2	9	0	-1	-4	4	1	4	7
C/C(=N\NC(=O)CSc1nc(C)cc(C)n1)c1cccc([N+](=O)[O-])c1
 : -4	-1	-2	2	6	-1	0	2	6
COc1ccc(CC(=O)Nc2nc3ccccc3[nH]2)cc1
 : 0	-2	-5	6	3	4	1	8	-19
COCCNC(=O)CCCn1c(=O)c2cc(OC)c(OC)cc2n(CC(=O)c2cccc(OC)c2)c1=O
 : 9	-2	-7	-2	5	-3	-2	2	-11
CC(=O)Nc1ccccc1OCC(=O)NCCC1=CCCCC1
 : 6	-3	-3	10	7	18	-3	-3	-1
Cc1cc(C)cc(NC(=O)C(Nc2ccccc2)c2ccccc2)c1 (centres undefined)
 : -11	-4	-2	-1	8	-1	-4	-1	13
CC[C@@]1(O)C(=O)OCc2c1cc1n(c2=O)Cc2cc3c(N)cccc3nc2-1
 : -2	-3	-2	-1	2	8	-1	12	2
CCCCn1nc2cc(C(=O)NCc3ccc(OC(F)(F)F)cc3)ccc2c1OC
 : 3	-1	-3	7	8	10	1	16	-3
O=C1C=C(Nc2cccc3cccnc23)c2ccccc2C1=O
 : 4	10	34*	4	15	77*	5	34*	25
Cc1ccccc1Nc1nc(N)nc(COC(=O)c2cccn2C)n1
 : -5	1	-3	-4	5	1	-2	-2	-1
O=C(Cc1csc(Nc2nc(=S)[nH]c3ccccc23)n1)NCCCN1CCN(c2ccccc2F)CC1
 : -5	-4	-1	4	3	-4	-6	4	-37
Cc1ccc(N2C(N)=C(C#N)C3(C(=O)N(C)c4ccccc43)C3=C2CC(C)(C)CC3=O)cc1Cl (centres undefined)
 : -3	-7	-2	4	10	-6	-2	12	6
CC(C)Cc1nnc(NC(=O)CCC(=O)N2CCN(S(=O)(=O)c3ccccc3)CC2)s1
 : -1	18	0	4	17	4	-1	-5	5
O=C(CCN1C(=O)[C@H]2CC=CC[C@H]2C1=O)NCc1nc(-c2ccccc2)no1
 : 11	0	1	-10	6	5	-2	0	14
Cc1ccc(/C(=N\S(=O)(=O)c2ccc(Br)cc2)Nc2ccccc2C)cc1
 : -6	-3	-1	7	1	0	-4	4	-9
Cn1nnnc1SCCNCc1cccnc1
 : -5	4	3	-1	2	0	0	-3	-7
Cc1ccc(S(=O)(=O)NC2=C(N3CCN(Cc4ccccc4)CC3)C(=O)c3ccccc3C2=O)cc1
 : -4	2	-5	-1	1	6	0	0	5
Cc1nonc1NC(=O)CSc1nc2c(C)cccc2cc1C#N
 : -23	-9	1	1	5	-8	-13	3	15
CCn1c(SCC(=O)NCC2CCCO2)nnc1-c1ccc(S(=O)(=O)N2CCN(C)CC2)cc1 (centres undefined)
 : 0	8	-3	6	5	-1	4	-1	10
Cc1ccc(NC(=S)NCCc2ccccc2)c(C)c1
 : -1	0	1	2	6	4	1	4	0
COC(=O)[C@H](C)NC(=O)Nc1ccccc1C(F)(F)F
 : -5	2	0	5	7	-1	-1	-7	19
CC1(C)Cc2c(c(N3CCOCC3)nc3sc4c(NCC5CCCO5)nnnc4c23)CS1 (centres undefined)
 : -2	-1	0	-2	2	7	0	-4	-1
C=CCNC(=O)COc1ccc(S(=O)(=O)N2CCCC2)cc1
 : 6	-6	-2	8	-3	0	-2	4	-3
COc1cc(C(=O)OCC(=O)c2cc(C)n(CC3CCCO3)c2C)cc(OC)c1C (centres undefined)
 : 1	-1	2	1	1	.	-2	1	1
C=CCn1cc(C(=O)OC)c(=O)c2cc(S(=O)(=O)N3CCC(C)CC3)ccc21
 : 0	1	0	19	6	4	1	4	3
COc1ccc(CN=Cc2[nH]c3ccc(Br)c(Cl)c3c2O)cc1
 : 4	14	-20	1	1	52*	-4	-3	14
CCc1sc(C(=O)N2CCN(S(C)(=O)=O)CC2)cc1Br
 : 1	-2	-2	-4	6	1	5	2	3
CCC(NS(=O)(=O)c1ccc(C)cc1)C(=O)Nc1ccc(NC(C)=O)cc1 (centres undefined)
 : 5	2	-1	0	-4	4	0	-1	-1
CC(C)(C)[C@H]1CCC(=O)N([C@H](CC#N)Cc2ccccc2)CC1
 : 1	0	-1	18	13	4	-3	2	8
COc1ccc(-c2c([C@H]3[C@H]4C=CC[C@@H](C)[C@@H]4C(=O)N3Cc3ccccc3)ccc3ccccc23)cc1
 : -5	-6	-9	3	5	-5	-1	-1	16
COC(=O)[C@]1(C)N[C@H](CN(C)C(=O)Nc2ccc(F)cc2)[C@@H]2C(=O)N(C)C(=O)[C@@H]21
 : .	.	-1	-3	1	.	.	2	17
O=C(NCCc1c[nH]c2ccccc12)C(=O)NCC(c1cccnc1)N1CCN(c2ccccc2)CC1 (centres undefined)
 : 2	-2	-2	3	4	4	-2	1	52*
CC(C)Cc1ccc(C(C)NC(=O)c2ccc(=O)[nH]c2)cc1 (centres undefined)
 : -5	-2	-2	1	-1	9	-1	7	-7
COc1cccc(C2/C(=C(\O)c3ccc4c(c3)OCCO4)C(=O)C(=O)N2c2nnc(C)s2)c1 (centres undefined)
 : -7	1	-4	3	0	3	-6	2	8
COc1ccccc1NC(=O)c1ccc(S(=O)(=O)N(C)c2ccccc2)cc1
 : -4	-8	-1	2	5	.	-3	4	15
COc1ccc2cc(S(=O)(=O)Nc3ccccn3)ccc2c1
 : -2	-1	0	-1	-6	2	1	1	0
COC(=O)C1CCN(C(=O)Cn2nnc(-c3ccccc3)n2)CC1
 : 4	0	0	-4	-1	8	1	4	7
Cn1c(Cc2nc(-c3cnccn3)no2)nnc1SCC(=O)Nc1ccccc1
 : 2	1	0	5	5	5	0	-3	0
O=C(N/C(=C\c1ccco1)C(=O)N1CCCCC1)c1ccc([N+](=O)[O-])cc1
 : .	.	3	-1	8	.	.	1	5
CCCCNC(=O)COC(=O)CNC(=O)c1cc(Cl)cc([N+](=O)[O-])c1
 : -3	2	2	1	1	5	2	3	7
C=CCOc1c2ccc(C(=O)NCc3ccccc3OC)cc2nn1C
 : -1	4	2	-2	0	0	-4	3	1
Cc1cc(NC(=O)c2cc(-c3ccco3)on2)no1
 : 5	3	0	-2	1	0	2	2	15
Cc1cc(=O)oc2cc(OCC(=O)NCCN3CCOCC3)ccc12
 : -7	2	-2	4	8	5	-5	5	4
CC1=NN(c2ccccc2)C(=O)/C1=C/c1c(C)[nH]n(-c2ccc(C)cc2)c1=O
 : 7	-1	3	.	.	-11	0	2	-5
O=C(C[C@@H]1C/C=C\C[C@H](Cc2ccc(F)cc2)C(=O)OC[C@@H]2CCCN2C1=O)N[C@H](CO)Cc1ccccc1
 : .	.	0	23	-10	.	.	2	34
Cc1cccc2cc(C3CC(c4ccco4)=NN3C(=O)CCC(=O)O)c(Cl)nc12 (centres undefined)
 : -1	-5	-5	3	0	4	-1	7	-4
Cn1c(N)c(C(=O)COC(=O)COc2cc(Cl)c(Cl)cc2Cl)c(=O)n(C)c1=O
 : .	.	-1	1	9	.	.	2	18
CCOC(=O)CSc1nnc(CNc2ccccc2Cl)n1-c1ccccc1
 : 0	7	0	5	9	4	-2	-6	13
O=c1[nH]c2ccccc2nc1/C=C/c1ccc(F)cc1
 : -11	-15	0	-6	-8	-16	-5	6	-7
O=C(CN1CCN(S(=O)(=O)c2ccc(F)c(Cl)c2)CC1)N1CCc2ccccc21
 : 3	-1	-4	5	9	.	-1	-1	-12

Later entries
Each structure is followed by: LYPLA2 inh	PME-1 inh	PAD4 inh	PAFAH1B2 inh	PAFAH1B3 FP inh	GSTO1 counter	LYPLA1 inh	pPAFAH FP inh	PREPL inhibitor
COc1cc(/C=C/C(=O)OCC(=O)NC(=O)NC(C)(C)C)cc(OC)c1OC
 : 4	-2	0	5	2	-4	-3	2	18
Cc1csc(NC(=O)CSc2nnc(-c3ccc(S(=O)(=O)N4CCCC4)cc3)o2)n1
 : -9	6	-7	0	2	0	1	-2	-3
C=CCSc1nnc(N2C(=O)C(O)=C(C(=O)c3ccco3)C2c2ccc(F)cc2)s1 (centres undefined)
 : 8	-7	-12	5	5	-6	-3	6	5
CC(c1ccco1)N(C(=O)c1ccccc1NS(=O)(=O)c1ccc(Cl)c([N+](=O)[O-])c1)c1ccccn1 (centres undefined)
 : -3	-4	-2	11	9	54*	-1	1	-1
Cc1ccc(-c2ccccc2)n1-c1ccc(C(=O)O)cc1
 : 4	-7	0	12	7	8	3	14	16
CCc1nc2oc3ccccc3c(=O)c2c(=O)n1Cc1ccccc1
 : -3	-1	-1	-2	4	2	0	-4	-5
CCOc1cc(/C=N/NC(=O)c2ccncc2)ccc1OC(=O)c1ccccc1
 : -15	-4	-8	-8	6	-1	-13	-10	24
CCN(CC(=O)Nc1c(F)cccc1F)C(=O)CN1C(=O)NC2(CCCC2)C1=O
 : 0	2	-4	-1	4	8	3	6	-5
Cc1ccc(OCC(=O)N2CCN(C(=O)c3cccc(F)c3)CC2)cc1
 : 0	0	9	2	3	2	-2	-10	-3
Nc1nc(SCC(=O)Nc2ccccc2)[nH]c(=O)c1-c1ccccc1
 : 0	2	0	6	8	4	-3	6	0
OCCN1CCN(C(=S)c2ccc(-c3ccccc3)cc2)CC1
 : 7	4	1	3	1	6	-2	5	1
O=Nc1c(O)n(Cc2ccc(Cl)cc2)c2ccccc12
 : -20	-50	-1	-8	-17	-1	-18	-23	3
CCOc1ccc(C(=O)NCCN2CCCCC2)c(OCC)c1
 : -4	2	-1	3	8	0	-2	3	9
COc1cc(C(=O)NCCCN2CCCC2=O)cc(Br)c1OCc1ccccc1
 : 1	-4	-5	-1	-7	.	-2	79*	-2
N#CCCn1cc(/C=N/O)c(-c2ccc(Cl)cc2)n1
 : -9	-5	5	6	9	-3	-3	-7	8

Assay outcomes from PubChem BioAssay.
